Bioassay records from PubChem.
Keap1 Nrf2 FP = disrupts human Keap1 binding to Nrf2 peptide; inhibition, % at 9.4 µM; hit rate 0.15% among 340,000; Q14145; Keap1 Kelch-Nrf2 peptide fluorescence polarization, 1536-well; in the data active = inhibition above about 12%; inconclusive = no clear call, values can overlap the other calls; inactive = below about 7.3%;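 also: human Keap1 Kelch domain with fluorescein labeled Nrf2 9mer peptide probe; 0% = neutral control wells and 100% = peptide positive control; higher means more block of Keap1 binding to Nrf2 peptide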
dFosB act = enhances mouse delta FosB homodimer DNA binding; AID 493131; purified delta FosB, TAMRA-CDK5 oligo fluorescence polarization; percent of positive-control signal above neutral wells; activation, % at 25 µM; hit rate 0.99% among 340,000; P13346;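 active = mean activation above about 17%, with every replicate also reaching it, limit read from the data, passing the limit was not always enough; inconclusive = only one of the two conditions met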;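 also: fluorescence polarization rise as delta FosB binds a TAMRA Cdk5 AP-1 oligo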
RTF Ca sens inh = cardiac RTF calcium desensitization; P19429+P45379; inhibition, % at 7.15 µM; IANBD-labeled cardiac RTF, Ca2+ fluorescence; hit rate 0.12% among 340,000;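 active = inhibition above the mean inhibition of all tested compounds plus 3 SD, cut at about 17% in these data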;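 also: assay run at fixed EC70 calcium of 1.6 mM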
PvdQ acylase = blocks Pseudomonas aeruginosa PvdQ acylase activity. purified PvdQ acylase, fluorescence plate reader. inhibition, % at 10 µM. hit rate 0.063% among 340,000; in the data active = inhibition above about 30%, passing the limit was not always enough; inconclusive = no clear call, values can overlap the other calls;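 also: 0% = vehicle neutral wells and 100% = reference inhibitor wells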
cardiac RTF act = increases calcium sensitivity of human cardiac regulated thin filaments. P19429+P45379. IANBD-labeled TnC RTF fluorescence at EC20 calcium; 0% EC20 calcium, 100% full calcium. activation, % at 7.2 µM. hit rate 0.24% among 340,000;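 active = activation above the mean over all tested compounds plus 3 SD, cut at about 30% in these data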;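 also: rise in fluorescence read as greater calcium sensitivity of cardiac thin filaments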
SUMO Mot1 rescue = SUMOylation pathway inhibition by Mot1-301 growth rescue. S. cerevisiae Mot1-301 growth rescue, ATP luminescence, 38.5C; percent above DMSO median, 100 means doubled. hit rate 1% among 320,000. growth rescue, % at 18.8 µM. AID 2716;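 active = every valid replicate shows activation above 250% relative to neutral control wells; inactive = the rest, any valid replicate at or below 250%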;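 also: OY570 slx delta 5 strain wells were the positive control but not used for scaling; some compounds called inactive have numbers as strong as hits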
PfHsp90 set2 = inhibits growth of yeast expressing Plasmodium falciparum Hsp90; hit rate 0.32% among 310,000; AID 504621; inhibition, % at 9.4 µM; S. cerevisiae expressing PfHsp90, BacTiter-Glo ATP, 48 h; yeast lacking PDR1 and PDR3 efflux regulators;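 active = every replicate shows inhibition above about 80%, whatever the replicate mean, limit read from the data; inconclusive = mean inhibition reaches the set limit but some replicate falls short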;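 also: 0% = DMSO neutral controls and 100% = 20 µM radicicol positive controls; yeast relying on Plasmodium falciparum Hsp90 in place of its own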
Rtt109 HAT inh = C. albicans Rtt109 histone acetyltransferase inhibition. Q5AAJ8. purified Rtt109/Vps75, ThioGlo CoA-SH fluorescence, 4 h. inhibition, % at 34.9 µM. hit rate 0.16% among 330,000;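 active = inhibition of at least 50% in every replicate; inconclusive = best replicate reaches 50% inhibition but some replicates fall short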
Target sequence (Q5AAJ8 whole entry, looked up): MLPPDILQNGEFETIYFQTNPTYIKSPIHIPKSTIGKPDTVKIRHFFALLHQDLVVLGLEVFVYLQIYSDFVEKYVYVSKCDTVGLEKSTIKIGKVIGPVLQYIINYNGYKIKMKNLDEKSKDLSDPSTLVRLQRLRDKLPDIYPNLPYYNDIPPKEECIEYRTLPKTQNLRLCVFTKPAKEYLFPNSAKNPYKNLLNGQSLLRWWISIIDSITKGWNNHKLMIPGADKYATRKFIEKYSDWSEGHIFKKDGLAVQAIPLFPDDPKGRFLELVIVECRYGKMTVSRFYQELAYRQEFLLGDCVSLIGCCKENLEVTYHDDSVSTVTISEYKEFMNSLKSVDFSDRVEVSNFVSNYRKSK
CDK5 inh = inhibitors of human CDK5/p35 kinase; inhibition, % at 10 µM; Recombinant CDK5/p35, ADP-Glo luminescence, 60 min; hit rate 0.01% among 330,000;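 active = highest replicate inhibition of at least 50% and at least 75% of replicates reaching 50%; inconclusive = only one of the two criteria met; inactive = both criteria failed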;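 also: plate controls were DMSO neutral control for no effect and GW8510 at 10 µM for full effect; many of its hits are not listed in these tables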
Target sequence (Q00535 whole entry, looked up): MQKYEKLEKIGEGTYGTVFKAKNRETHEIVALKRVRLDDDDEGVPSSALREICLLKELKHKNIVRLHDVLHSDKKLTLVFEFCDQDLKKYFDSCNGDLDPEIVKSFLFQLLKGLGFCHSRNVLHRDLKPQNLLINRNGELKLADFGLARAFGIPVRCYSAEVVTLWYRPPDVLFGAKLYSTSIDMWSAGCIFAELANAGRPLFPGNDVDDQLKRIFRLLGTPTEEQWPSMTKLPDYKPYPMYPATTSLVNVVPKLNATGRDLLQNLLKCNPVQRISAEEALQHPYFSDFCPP
Target sequence (Q15078 whole entry, looked up): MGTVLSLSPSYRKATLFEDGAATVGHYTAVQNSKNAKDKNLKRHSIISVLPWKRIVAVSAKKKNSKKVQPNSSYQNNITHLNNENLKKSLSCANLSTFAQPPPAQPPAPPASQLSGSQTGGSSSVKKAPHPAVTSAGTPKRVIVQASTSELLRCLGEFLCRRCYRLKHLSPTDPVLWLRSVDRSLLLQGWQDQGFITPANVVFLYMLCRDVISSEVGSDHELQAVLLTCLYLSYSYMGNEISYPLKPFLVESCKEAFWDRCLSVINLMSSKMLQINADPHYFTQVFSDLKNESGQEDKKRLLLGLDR
NSD2 HMT inh = NSD2 (human) methyltransferase inhibition; hit rate 0.54% among 310,000; O96028; NSD2 peptide methylation, AlphaScreen, 120 min; inhibition, % at 12.5 µM; in the data active = inhibition above about 50%
LANA DNA inh = blocks KSHV LANA C-terminal domain binding to DNA. MBP-C-LANA/FAM-LBS DNA binding, fluorescence polarization. inhibition, % at 9 µM. hit rate 0.078% among 340,000. AID 504423;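 active = highest replicate inhibition at or above 60% at 9 µM, even if other replicates fall short; inactive = all replicates below 60% inhibition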;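 also: 0% = neutral control wells and 100% = 4 µM acridine orange control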
* = called active by the depositor; ? = inconclusive; nt = no result given. The order is random, and some 3.2% of all compounds hit somewhere here.

SMILES	Keap1 Nrf2 FP	dFosB act	RTF Ca sens inh	PvdQ acylase	cardiac RTF act	SUMO Mot1 rescue	PfHsp90 set2	Rtt109 HAT inh	CDK5 inh	NSD2 HMT inh	LANA DNA inh
Cc1cc(=O)oc2c1c(C)nn2-c1cccc(Cl)c1	nt	1.5	-5.2	-0.3	2.2	7.5	nt	2.2	0.5	-3.4	nt
CCOC(=O)N1CCC(NC(=O)C(NS(=O)(=O)c2cccc3nsnc23)c2ccccc2)CC1 (centres undefined)	0.5	-2.0	-6.6	-15.6	4.1	13.6	3.0	4.3	1.3	-0.8	-0.1
CCN(CC)S(=O)(=O)c1cccc(-c2nnc(SCC(=O)c3cc(C)n(C4CC4)c3C)o2)c1	-5.9	-9.3	-12.1	-4.3	0.2	1.2	22.4	-0.3	-0.1	3.0	0.1
O=C(NCCCO)c1ccc2[nH]c3c(c2c1)CCCC3	-2.0	2.2	-0.3	-1.1	1.4	-1.7	17.5	?	1.5	1.0	-0.6
Cn1ccnc1-c1nnn(-c2ccc(Cl)c(Cl)c2)n1	2.3	6.8	-5.6	-15.0	6.0	309.9	-0.4	-3.7	-1.0	nt	-2.4
CC(C)c1ccc(/C=c2\sc3n(c2=O)C(N)=C(C#N)C(c2ccc(C(C)C)cc2)C=3C(N)=O)cc1 (centres undefined)	-6.3	-0.2	1.5	6.0	4.7	nt	-9.7	6.2	1.5	1.6	-1.7
C[C@H](NS(=O)(=O)c1ccc(Cl)c(Cl)c1)C(=O)OCc1cc(=O)n2cc(Br)ccc2n1	-0.1	-8.0	4.5	0.0	-1.5	3.6	0.7	3.9	0.3	1.0	1.3
Cc1ccc(S(=O)(=O)N2CCN(C(=O)COC(=O)c3cncc(Br)c3)CC2)c(C)c1	-0.5	-7.2	-7.0	-6.4	8.0	-6.3	5.4	3.4	-1.3	-0.8	-3.7
Cc1nc(NC(=O)C2CCCCC2C(=O)O)sc1C (centres undefined)	-4.9	-2.8	-1.1	-9.6	-2.1	-13.7	4.0	-20.6	-0.5	nt	-0.2
CN(Cc1nc2ccccc2c(=O)[nH]1)c1ccccc1	0.5	2.1	-33.2	-15.0	-5.6	377.3	-22.8	0.5	0.9	-1.1	7.0
Cc1ccc(-c2cc(C(=O)Nc3ccc(S(=O)(=O)Nc4onc(C)c4C)cc3)c3ccccc3n2)cc1	-7.6	-12.8	-8.1	0.6	3.9	nt	-25.9	6.5	1.2	46.8	3.4
O=C(CCn1c(=O)c2cccn2c2cccnc21)N1CCN(c2cccc(Cl)c2)CC1	-0.4	-2.4	-0.4	-11.2	-4.3	-7.5	-9.4	3.1	0.5	0.2	0.6
Cc1nc2ccc(S(=O)(=O)NC(C(=O)NC3CCCC3)C(C)C)cc2s1 (centres undefined)	-2.8	-1.1	-2.6	-6.0	3.4	-8.4	3.5	3.7	1.1	nt	-0.3
CC(C)c1cc(NC(=O)CSc2nnc(-c3ccccc3F)n2C)on1	-4.5	-8.7	-6.3	-1.5	3.9	2.5	-0.1	7.0	-7.8	-1.7	0.5
COCCNC(=S)N(CCc1c(C)[nH]c2ccc(C)cc12)Cc1cc(OC)c(OC)c(OC)c1	-7.9	-4.9	-4.9	4.2	10.3	-14.9	-0.9	-7.1	0.4	nt	0.5
Cc1cccc(Cc2nnc(CCC(=O)N3CCCC(CN4CCOCC4)C3)o2)c1 (centres undefined)	-1.5	3.5	-7.4	-13.1	6.3	749.0	-18.3	1.2	0.7	-2.2	-0.5
Cc1cc(C)n(Cc2ccc(C(=O)Nc3cccc(Br)c3)o2)n1	-1.6	-10.0	-4.9	6.7	-4.9	21.8	-63.2	1.2	-1.6	-2.6	0.3
COC(=O)c1c(NC(=O)c2cccs2)sc2c1CCCC2	-4.3	1.1	2.0	25.3	-2.8	-2.5	4.7	0.0	-0.3	4.6	-0.2
O=C(Nc1cccc(-c2csc(Nc3cccc(C(F)(F)F)c3)n2)c1)c1ccccc1	-2.7	-0.5	-3.0	-8.6	4.0	-4.4	62.6	2.7	-3.1	nt	-1.3
O=C(C1CCN(S(=O)(=O)c2cccs2)CC1)N1CCN(c2ccccc2)CC1	-1.8	-4.6	-12.4	15.6	4.8	nt	-4.5	11.8	0.1	1.6	-0.6
CCCN(CCC)S(=O)(=O)c1ccc(NS(=O)(=O)c2ccc(F)cc2)cc1	-1.1	-4.7	4.3	11.4	-3.2	12.1	13.6	-6.5	3.3	0.2	-2.6
CC(=O)c1cccc(Nc2nc(-c3cccc([N+](=O)[O-])c3)cs2)c1	-0.8	8.5	-2.6	4.9	-2.7	4.0	-2.9	2.6	-0.8	1.5	3.7
CC(C)N(CCCNC(=O)c1ccc(CS(=O)(=O)c2c(Cl)cccc2Cl)o1)Cc1ccccc1	2.7	-8.2	1.6	3.4	-8.5	-1.6	0.4	11.0	0.8	-3.8	-0.8
CC(Oc1ccc(Cl)cc1)C(=O)NNC(=S)NC(=O)c1ccco1 (centres undefined)	4.0	-6.7	-1.7	-4.9	-1.0	3.7	103.1*	-2.2	-0.2	0.2	-1.8

3 of the compounds above, with two lines to a compound.
The line under a structure holds: Keap1 Nrf2 FP	dFosB act	RTF Ca sens inh	PvdQ acylase	cardiac RTF act	SUMO Mot1 rescue	PfHsp90 set2	Rtt109 HAT inh	CDK5 inh	NSD2 HMT inh	LANA DNA inh
- Cc1ccc(S(=O)(=O)N2CCN(C(=O)COC(=O)c3cncc(Br)c3)CC2)c(C)c1
  -0.5	-7.2	-7.0	-6.4	8.0	-6.3	5.4	3.4	-1.3	-0.8	-3.7
- Cc1nc(NC(=O)C2CCCCC2C(=O)O)sc1C (centres undefined)
  -4.9	-2.8	-1.1	-9.6	-2.1	-13.7	4.0	-20.6	-0.5	nt	-0.2
- CN(Cc1nc2ccccc2c(=O)[nH]1)c1ccccc1
  0.5	2.1	-33.2	-15.0	-5.6	377.3	-22.8	0.5	0.9	-1.1	7.0

Of the compounds above, 2 contain a thiophene ring, fused or not.
SMILES	Keap1 Nrf2 FP	dFosB act	RTF Ca sens inh	PvdQ acylase	cardiac RTF act	SUMO Mot1 rescue	PfHsp90 set2	Rtt109 HAT inh	CDK5 inh	NSD2 HMT inh	LANA DNA inh
COC(=O)c1c(NC(=O)c2cccs2)sc2c1CCCC2	-4.3	1.1	2.0	25.3	-2.8	-2.5	4.7	0.0	-0.3	4.6	-0.2
O=C(C1CCN(S(=O)(=O)c2cccs2)CC1)N1CCN(c2ccccc2)CC1	-1.8	-4.6	-12.4	15.6	4.8	nt	-4.5	11.8	0.1	1.6	-0.6

Additional compounds follow.
SMILES	Keap1 Nrf2 FP	dFosB act	RTF Ca sens inh	PvdQ acylase	cardiac RTF act	SUMO Mot1 rescue	PfHsp90 set2	Rtt109 HAT inh	CDK5 inh	NSD2 HMT inh	LANA DNA inh
CC(C)(C)c1nc(NCC2CCCO2)c2nnn(Cc3ccccc3)c2n1 (centres undefined)	-0.4	3.6	-4.8	-14.0	-0.4	3.3	-24.0	1.0	0.6	4.4	-0.8
CC(C)Oc1ccc(CCc2nnc(SCC(=O)O)n2-c2ccccc2)cc1	1.1	-6.5	-13.5	-12.0	3.2	4.6	7.8	1.4	0.1	24.4	1.2
O=C(Nc1nncs1)c1c(F)c(F)c(F)c(F)c1F	-1.3	-3.2	6.6	-9.9	-1.3	-1.4	17.3	7.1	-1.1	-4.0	2.1
O=C(C1=C(O)C(=O)N(CCN2CCOCC2)C1c1ccccn1)c1cccs1 (centres undefined)	-4.2	-3.9	-0.1	-12.7	-0.6	75.2	-8.1	2.0	-0.4	19.2	1.1
C/C(=N\NC(=O)c1cccc(C)c1)c1ccc(N2CCOCC2)cc1	5.0	-3.8	-6.2	10.1	-6.7	-5.4	-4.8	13.3	-1.5	-6.4	0.5
CC(C)[C@H](NC(=O)c1ccco1)C(=O)OCC(=O)N(C)c1ccccc1	-3.2	-11.4	-2.9	2.8	8.9	-5.6	7.4	6.4	-1.1	4.8	2.4
COc1ccc(C(=O)N2CCCC(c3nc(-c4cccs4)no3)C2)cc1 (centres undefined)	-2.8	-9.6	-9.0	-17.3	2.2	5.1	-3.0	5.8	-2.0	-2.7	-1.2
O=S(=O)(c1ccc(F)cc1)N1CCC2(CC1)OCCO2	-1.9	-3.2	0.5	-1.6	-0.9	16.5	-10.6	-7.1	-0.3	-2.9	-0.4
COc1ccc(C(=O)NC(=S)NCC2CCCO2)cc1 (centres undefined)	-3.0	-4.3	-9.7	-5.0	-6.0	145.5	0.0	-3.1	2.2	-1.7	0.2
COc1ccccc1CNc1ccc(Br)cn1	1.1	2.0	-3.7	7.6	-4.6	139.3	-21.7	1.8	0.9	-1.2	-1.7
c1ccc(CSc2nc3ccccc3[nH]2)cc1	0.8	6.8	-3.6	5.0	3.6	-14.8	-12.4	-4.5	-0.4	nt	-2.1
CSc1ccc(CN2CCC(Oc3ccc(C(=O)N4CCCC4)cc3)CC2)cc1	-4.7	1.7	-6.2	-9.1	-1.2	276.9*	-19.0	-17.3	1.4	14.6	-0.9
CCOC(=O)C(C)Sc1ncc(OC)c(Sc2ccc(Cl)cc2)n1 (centres undefined)	-1.9	-5.3	-6.2	-2.6	0.8	0.1	3.5	13.6	-1.1	-1.4	0.1
O=C(Nc1ccc(F)cc1)C(Cc1ccccc1)n1cccc1 (centres undefined)	-7.2	-14.1	-8.4	-17.5	2.1	22.0	21.9	1.9	-1.0	1.1	0.4
COc1ccccc1NC=C1C(=O)OC(C)(C)OC1=O	-2.6	-10.9	-3.2	7.5	-1.4	5.3	16.4	3.1	0.4	-2.6	0.0
COn1c(=O)c(-c2ccccc2)[n+]([O-])c2ccccc21	0.6	2.6	-1.0	-0.9	-2.2	37.3	1.1	4.6	1.3	-0.6	-0.2
Cn1ccnc1Sc1cc(Cl)ccc1[N+](=O)[O-]	-1.7	2.7	-12.0	2.8	-4.0	4.0	-0.9	-4.1	4.8	0.9	-0.4
c1ccc(CNC2=NCCCC2)cc1	-0.9	4.5	2.4	0.8	-2.4	67.4	5.4	5.1	-1.6	1.0	1.8
C=CCc1cccc2cc(C(=O)N3CCN(C(=O)OCC)CC3)c(=O)oc12	-6.8	-4.5	-11.4	-10.5	-0.1	124.1	nt	3.8	-3.1	1.2	1.7
O=C(Cc1cccc(C(F)(F)F)c1)Nc1ccc(S(=O)(=O)N2CCCC2)cc1	-6.0	-9.7	-1.1	-15.8	-4.5	287.0	10.8	-2.1	-0.3	-2.4	1.2
CCCCC1CC(C)(C(=O)CSc2nc3ccccc3s2)OC1=O (centres undefined)	0.1	-7.3	4.0	-5.9	-2.3	0.1	-10.7	6.7	-0.2	-2.0	0.6
CN(C)S(=O)(=O)c1cc(NC(=O)c2ccc(-n3ccnc3)c([N+](=O)[O-])c2)ccc1Cl	-0.5	-16.2	-13.4	-8.0	2.3	-13.7	8.9	0.3	1.4	2.9	1.5
